High-throughput results deposited in PubChem by Broad Institute.
RAD52 anneal inh – blocks human RAD52 DNA annealing; P43351; recombinant RAD52 DNA annealing, FRET fluorescence; inhibition, % at 18.7 µM; actives 0.46% (n = 360,000); AID 651710;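 active = every replicate showing at least 50% inhibition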
Xi reactivation – reactivates the inactive X chromosome in mouse fibroblasts. XiGFP mouse fibroblasts, % GFP-positive cells imaging, 3 d; cells co-treated with 5-aza-dC sensitizer; scaled so ellipticine positive control = 100%. activation, % at 7.58 µM. actives 0.055% (n = 360,000);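 active = mean normalized replicate activation at least 10% and every replicate at or above 10%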;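 note: 0% = median of on-plate neutral control wells and 100% = ellipticine 6 µM median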
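System: SV40-immortalized XiGFP fibroblast cells, line 68-5-11 / Incubation: 3-day compound exposure, then 15 min fixation at room temperature / Compound: single concentration per compound, delivered by pin transfer / Buffer or medium: DMEM plus 5-aza-dC sensitizer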
ERAP1 HTS inh – blocks human ERAP1 aminopeptidase activity. Q9NZ08. recombinant ERAP1, Leu-AMC fluorescence, 60 min. inhibition, % at 10.7 µM. actives 0.15% (n = 340,000). AID 652197;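 active = mean replicate inhibition of at least 30%, or all replicates individually reaching that 30% level; inactive = mean below 30% and not every replicate reaching it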;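 note: 0% = neutral control wells and 100% = L-leucinethiol positive control wells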
Target sequence (Q9NZ08 whole entry, looked up): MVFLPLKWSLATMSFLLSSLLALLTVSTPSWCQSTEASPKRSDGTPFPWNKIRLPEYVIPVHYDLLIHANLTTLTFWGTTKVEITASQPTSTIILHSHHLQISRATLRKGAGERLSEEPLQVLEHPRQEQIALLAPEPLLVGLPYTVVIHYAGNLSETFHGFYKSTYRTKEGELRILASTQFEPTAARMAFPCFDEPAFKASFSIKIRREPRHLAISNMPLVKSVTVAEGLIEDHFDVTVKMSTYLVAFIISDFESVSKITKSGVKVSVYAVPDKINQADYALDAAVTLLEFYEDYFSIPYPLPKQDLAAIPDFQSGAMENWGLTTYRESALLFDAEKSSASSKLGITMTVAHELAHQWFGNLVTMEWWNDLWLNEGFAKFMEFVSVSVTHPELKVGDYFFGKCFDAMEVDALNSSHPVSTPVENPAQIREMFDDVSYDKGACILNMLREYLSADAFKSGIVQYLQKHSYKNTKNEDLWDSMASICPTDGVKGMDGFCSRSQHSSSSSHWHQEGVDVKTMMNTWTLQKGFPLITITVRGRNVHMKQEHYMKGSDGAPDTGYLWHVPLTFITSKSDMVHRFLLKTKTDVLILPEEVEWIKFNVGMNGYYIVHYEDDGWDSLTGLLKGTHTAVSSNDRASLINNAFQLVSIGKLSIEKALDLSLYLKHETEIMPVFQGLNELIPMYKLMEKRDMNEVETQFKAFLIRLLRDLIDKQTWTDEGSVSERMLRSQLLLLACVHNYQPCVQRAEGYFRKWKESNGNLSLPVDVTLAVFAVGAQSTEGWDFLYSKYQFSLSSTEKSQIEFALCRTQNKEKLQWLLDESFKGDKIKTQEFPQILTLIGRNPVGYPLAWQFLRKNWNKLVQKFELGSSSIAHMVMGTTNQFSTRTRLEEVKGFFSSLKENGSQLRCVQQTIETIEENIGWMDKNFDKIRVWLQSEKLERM
F508del corr – correctors of CFTR F508del function in bronchial epithelial cells. CFBE cells, YFP halide quenching; stimulated with forskolin plus potentiator P3; % fluorescence drop versus neutral controls. activity (quench increase), % at 7.58 µM. actives 0.36% (n = 350,000). AID 720511;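 active = mean added fluorescence quench of at least 8% versus neutral control, with both replicates also reaching 8%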;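 note: cells transiently co-express mutant CFTR-F508del with the halide-sensitive YFP; corrector assay measuring rescue of mutant channel to the surface after 24 h compound exposure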
INS-1E GSIS act – GLuc luminescence reporter in INS-1E cells, primary screen for activators of glucose-dependent secretion of insulin | INS-1E GLuc reporter insulin secretion, 2-3 h | activation, % at 16.6 µM | actives 0.61% (n = 370,000) | AID 743287;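 active = lowest replicate activation of at least 40%, so every replicate reaches that level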;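 note: 0% = median of neutral control wells and 100% = median of IBMX positive control wells; some compounds called inactive have numbers as strong as hits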
esBAF inh – SWI/SNF esBAF complex inhibition | actives 2% (n = 350,000) | mouse ES cells, Bmi1-luciferase knock-in reporter, 24 h; 100% = twice the neutral-well signal | reporter increase, % at 12.5 µM; in the data active = activation above about 40%;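 note: 0% = median of the plate's neutral control wells and 100% = double that signal; a rise in the Bmi1 reporter signal indicates esBAF inhibition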
RAD54 inh – RAD54 (human) branch migration inhibition; Q92698; RAD54 Holliday junction branch migration, FAM/BHQ fluorescence; inhibition, % at 10.4 µM; actives 0.14% (n = 360,000); AID 602329;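 active = mean normalized replicate activity at least 40 and at least half of replicates scoring 40 or more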;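 note: 0% = median of neutral control wells and 100% = median of positive control wells; inhibitors cause a drop in the FAM fluorescence signal; in these data hits start at about 50%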
ARNT TACC3 PPI – disrupts binding between human ARNT and TACC3; actives 0.66% (n = 390,000); AlphaScreen His-ARNT PAS-B/GST-TACC3 binding, luminescence; TACC3 fragment carries E629A point mutation; Q9Y6A5; inhibition, % at 9.99 µM;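 active = mean inhibition of replicates at least 50% and at least half of replicates each reaching 50%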;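 note: 0% = complete ARNT plus TACC3 wells and 100% = ARNT alone without TACC3; many hits fall short of the cut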
The depositor's hits bear a star; · = no result given; & = joins results of further samples.

no.	SMILES	RAD52 anneal inh	Xi reactivation	ERAP1 HTS inh	F508del corr
1	CC(C)CC(N)c1csc(NC(=O)C(c2ccccc2)c2ccccc2)n1 (stereo not given)	-49.0	0.4	0.2	3.8
2	CCOC(=O)c1ccccc1Nc1cc(C)nc2nc(C)nn12	-10.5	0.2	-1.6	-3.5
3	O=C(CC[C@H]1O[C@@H](n2cnc3c(NC(=O)c4ccccc4)ncnc32)[C@H](O)[C@@H]1O)NCC1CCCCC1	-4.9	-0.1	-1.0	1.4
4	OC[C@@H]1[C@@H](c2ccc(-c3ccccc3)cc2)[C@H]2CN(Cc3cncnc3)CCCCN12	-10.2	0.0	-3.5	-1.3
5	Clc1ccccc1CONc1ncnc2nonc12	-7.0	0.1	-1.0	2.4
6	C#CCOC(=O)C[N+](C)(C)CC=C	-8.2	0.3	-4.5	-3.1
7	COc1ccc(CN2CCNC(=O)C2CC(=O)NC2CCCCCC2)cc1C (stereo not given)	-5.1	0.1	-7.1	-1.4
8	Cc1ccccc1NC(=O)NC1CCCc2ccccc21 (stereo not given)	-17.5	0.3	-4.8	0.7
9	O=C(Cc1cccs1)N1CCN=C1SCc1ccccc1F	-2.5	0.0	0.2	-0.2
10	COc1cccc(CNC(=O)C[C@H]2C=C[C@@H](NC(=O)C3CCC3)[C@@H](CO)O2)c1	·	-0.4	·	1.4

no.	INS-1E GSIS act	esBAF inh	RAD54 inh	ARNT TACC3 PPI
1	-39.3	-46.0	-1.2	·
2	18.5	-3.7	4.3	16.7
3	-12.3	-7.9	1.1	·
4	7.1	·	-1.5	0.4
5	-3.8	·	·	·
6	10.3	·	-1.3	-14.3
7	-9.0	-6.5	-4.1	-1.1
8	2.9	·	-0.6	-5.2
9	-3.8	·	·	-2.8
10	6.3	-1.8	·	·

Gathered by group: the entries above with an aryl methoxy group.
no.	SMILES	RAD52 anneal inh	Xi reactivation	ERAP1 HTS inh	F508del corr
7	COc1ccc(CN2CCNC(=O)C2CC(=O)NC2CCCCCC2)cc1C (stereo not given)	-5.1	0.1	-7.1	-1.4
10	COc1cccc(CNC(=O)C[C@H]2C=C[C@@H](NC(=O)C3CCC3)[C@@H](CO)O2)c1	·	-0.4	·	1.4

no.	INS-1E GSIS act	esBAF inh	RAD54 inh	ARNT TACC3 PPI
7	-9.0	-6.5	-4.1	-1.1
10	6.3	-1.8	·	·

Following part
no.	SMILES	RAD52 anneal inh	Xi reactivation	ERAP1 HTS inh	F508del corr
11	Cc1nn(-c2ccc(F)cc2)c2sc(C(=O)N3CCCCCC3)cc12	·	·	·	·
12	CCCSC1=C(C#N)C2(CCCCC2)C(C#N)=C(N)N1	-13.8	0.4	0.0	-2.3
13	N=c1sccn1CC(=O)Nc1cccc(S(N)(=O)=O)c1	-2.4	0.2	1.2	1.7
14	COCCNC(=S)N/N=C(\C)c1cccc(OC)c1	5.5	0.1	-0.8	-0.9
15	O=C(c1ccc(N2CCOCC2)nc1)N1CCCCC1	-18.0	·	-3.7	-0.8
16	CC(C)(C)S(=O)N1Cc2cc(CO)ccc2[C@@H]1CCO (stereo not given in full)	-6.4	0.2	-1.5	-0.4
17	Cc1ccc(-c2ccc(C(=O)Nc3ccccc3)o2)c2ccccc12	-28.1	-0.6	-1.5	2.3
18	O=C(CN1CCN(c2ccc(F)cc2)CC1)NCc1ccc(F)cc1	-12.1	-0.1	1.7	-2.1
19	CNc1ccccc(-c2ccc3ccccc3n2)c1=O	·	0.0	·	·
20	CC(C)NC(=O)Nc1ccc2c(c1)CC(=O)N([C@H](C)CO)C[C@@H](C)[C@@H](CN(C)C(=O)Nc1ccccc1)O2	9.0	-0.6	1.9	-1.2

no.	INS-1E GSIS act	esBAF inh	RAD54 inh	ARNT TACC3 PPI
11	1.7	63.7*	2.2	2.5
12	5.2	·	·	-1.7
13	6.4	-6.3	1.5	0.8
14	-1.3	6.4	-4.5	1.4
15	-3.9	1.9	0.1	0.1
16	-1.6	-1.3	-13.6	-1.6
17	-11.6	32.5	-0.8	4.4
18	7.9	-5.0	-7.1	-0.7
19	8.3	9.8	-9.5	35.8
20	4.3	0.1	3.9	-1.5

no.	SMILES	RAD52 anneal inh	Xi reactivation	ERAP1 HTS inh	F508del corr
21	COc1cccc(S(=O)(=O)N(C)C[C@@H]2Oc3ncc(C#CCC(C)C)cc3C(=O)N([C@H](C)CO)C[C@H]2C)c1	4.1	-0.3	-0.7	0.3
22	C[C@@H]1CN([C@H](C)CO)C(=O)c2cccc(NC(=O)NC3CCCCC3)c2O[C@H]1CN(C)C(=O)Nc1ccc(C(F)(F)F)cc1	-3.6	-1.2	1.6	-3.3
23	CC(OC(=O)CCc1cc(C(C)(C)C)c(O)c(C(C)(C)C)c1)C(=O)NC1CC1 (stereo not given)	-3.0	0.0	0.6	0.9
24	CN(CC(=O)NCc1ccc2c(c1)OCO2)S(=O)(=O)c1ccc(Br)s1	·	·	·	·
25	O=C(Nc1ccc(CN2CCCCC2)cc1)Nc1ccc(Br)cc1Cl	27.9	0.0	-1.3	-9.6
26	CC1=CC(C)C2C(=O)N(c3ccccc3)NC(=O)C2C1 (stereo not given)	-11.8	0.2	-1.3	0.5
27	C[C@@H]1CN([C@H](C)CO)C(=O)CCCn2cc(nn2)CO[C@@H]1CN(C)C(=O)Nc1ccccc1	·	-0.4	·	3.3
28	C=CCN(CC=C)C(=O)COn1nnc2ccc(S(=O)(=O)N3CCOCC3)cc21	-9.3	0.4	1.9	0.0
29	COc1cccc(CN2CCN(Cc3ccccc3C(F)(F)F)CC2)c1	2.3	0.0	5.1	1.0
30	NC(=O)CSc1nnc(Cn2cnc3ccccc32)o1	-13.9	0.1	-2.7	6.6

no.	INS-1E GSIS act	esBAF inh	RAD54 inh	ARNT TACC3 PPI
21	-11.2	-1.4	-4.7	2.9
22	-28.1	7.9	-1.8	2.3
23	-62.4	20.7	-3.8	1.2
24	-5.8	-6.6	2.5	-4.2
25	·	-17.4	4.8	9.0
26	·	·	-5.1	-0.3
27	-8.7	-2.9	·	·
28	7.0	0.6	1.5	-2.2
29	3.4	-6.2	2.2	-0.4
30	3.6	·	·	-0.4

no.	SMILES	RAD52 anneal inh	Xi reactivation	ERAP1 HTS inh	F508del corr
31	Cc1ccc(NC(=S)Nc2ccc(OC(F)F)c(Cl)c2)cc1F	0.3	-0.2	-0.2	-2.2
32	Cc1ccc(/C=N/NC(=O)c2ccncc2)s1	-6.2	0.3	-1.5	-0.2
33	C/C=C/c1ccc2c(c1)O[C@H](CN(C)C(=O)NCCC)[C@H](C)CN([C@@H](C)CO)S2(=O)=O	19.4	0.4	2.5	2.3
34	CC1CCCC(C)N1C(=O)CN1C(=O)C(C)(C)Oc2ccc(C(=O)NC3CCCC3)cc21 (stereo not given)	-18.5	·	3.1	·
35	CC(C)(C)/C=N/NC(=O)CNC(=O)c1ccc2c(c1)OCCO2	-3.6	0.1	-2.0	-3.6
36	Cn1cnc(S(=O)(=O)N[C@@H]2C=C[C@@H](CC(=O)Nc3ccccc3)O[C@H]2CO)c1	6.4	0.4	1.5	-1.7
37	C[C@H](CO)N1C[C@H](C)[C@H](CN(C)C(=O)c2cnccn2)Oc2ncc(-c3cccc(C#N)c3)cc2C1=O	5.2	2.2	·	1.2
38	COCCCNc1nc2ccccc2nc1NS(=O)(=O)c1cc(Cl)ccc1Cl	-10.9	0.3	8.7	2.3
39	CCn1ncc(C2=NOC(C(=O)NCCc3ccccc3)C2)c1C (stereo not given)	·	·	·	·
40	COCC(=O)Nc1ccc2c(c1)[C@H]1C[C@H](CC(=O)NCc3ccncc3)O[C@@H](CO)[C@H]1O2	-1.0	0.1	-0.1	3.5

no.	INS-1E GSIS act	esBAF inh	RAD54 inh	ARNT TACC3 PPI
31	-21.7	·	·	0.2
32	0.1	·	5.7	16.2
33	15.1	1.0	2.1	-3.4
34	·	-5.9	6.5	-3.3
35	-2.8	·	·	-3.4
36	5.5	-1.3	-6.4	3.9
37	9.8	6.0	7.7	22.2
38	-34.1	-6.9	5.5	-10.0
39	-2.3	14.7	-2.2	0.2
40	3.2	-4.4	3.1	3.8

no.	SMILES	RAD52 anneal inh	Xi reactivation	ERAP1 HTS inh	F508del corr
41	O=C(Nc1ccc2oc(-c3ccncc3)nc2c1)c1ccco1	-18.6	0.0	-0.1	-3.9
42	CC(C)Cc1nnc(NC(=O)C23CC4CC(CC(C4)C2)C3)s1	0.5	0.0	-5.1	-2.3
43	Cc1cccc(OCC(=O)N/N=C/c2cccn2C)c1	-15.5	0.1	·	0.9
44	Cc1[nH]c(=S)c(C#N)c(C)c1CC(=O)c1ccc(Br)cc1	-13.2	0.0	-6.1	-0.3
45	CC(C)(C)NC(=O)NC(=O)COC(=O)Cc1coc2ccc3ccccc3c12	-26.0	0.0	-0.5	-1.0
46	C=CCSc1nnc(N2C(=O)C(O)=C(C(=O)c3ccco3)C2c2ccccc2F)s1 (stereo not given)	-83.6	0.0	5.6	-1.3
47	Cc1ccc(C)c(Oc2cc(NC(=O)CCCn3nc(C)c([N+](=O)[O-])c3C)cc([N+](=O)[O-])c2)c1	-19.7	0.1	4.0	2.9
48	O=C(NNC(=O)c1ccc[nH]1)c1cc(Cl)cc(Cl)c1	-8.1	0.1	-2.1	2.9
49	COCC(=O)N(C)C[C@H]1Oc2ncc(-c3cccc(OC)c3)cc2C(=O)N([C@@H](C)CO)C[C@H]1C	-4.9	-0.6	0.1	-1.2
50	CC(C)OP(=O)(OC(C)C)C(NC(=O)c1ccccc1Br)C(N)=O (stereo not given)	-4.1	0.0	11.5	2.5

no.	INS-1E GSIS act	esBAF inh	RAD54 inh	ARNT TACC3 PPI
41	12.8	14.3	7.8	-4.8
42	·	15.4	·	6.4
43	-2.7	-0.5	5.3	1.2
44	6.9	-5.0	0.4	-10.6
45	·	·	-5.1	3.0
46	·	-1.9	-6.4	3.6
47	·	·	·	-1.4
48	-7.6	-4.5	7.5	16.2
49	17.5	-4.2	0.9	-7.2
50	21.6	·	·	-2.6

no.	SMILES	RAD52 anneal inh	Xi reactivation	ERAP1 HTS inh	F508del corr
51	CCNC(=O)C1(C)CCN(C(=O)c2ccc(OC)cc2)C1 (stereo not given)	-1.6	0.1	-1.6	2.4
52	CCOc1cc(NC(=O)CCl)c(OCC)cc1NC(=O)CCl	-10.5	-0.2	·	-8.3
53	NS(=O)(=O)c1ccc(CCN2C(=O)/C(=C\c3ccc(Cl)cc3)SC2=S)cc1	·	0.1	·	·
54	O=C(Nc1cccc(-c2ccc(N3CCOCC3)nn2)c1)c1ccc(Cl)cc1	-1.7	0.1	0.5	-0.4
55	S=C1NCN(CC2CC2)CN1	-18.4	0.2	-1.0	4.2
56	Cc1ccc(S(=O)(=O)Nc2ccc3c(c2)C(=O)N([C@H](C)CO)C[C@H](C)[C@@H](CN(C)C(=O)Nc2ccc(C(F)(F)F)cc2)O3)cc1	1.0	0.2&-0.9	0.2	-3.3
57	C[C@@H]1CN([C@H](C)CO)C(=O)c2cc(NS(=O)(=O)c3ccc(Cl)cc3)ccc2O[C@H]1CN(C)C(=O)Nc1ccccc1	18.1	0.0	0.1	3.0

no.	INS-1E GSIS act	esBAF inh	RAD54 inh	ARNT TACC3 PPI
51	-4.7	-3.6	0.0	·
52	-51.8	-18.5	·	-0.9
53	16.0	·	-3.1	-8.4
54	-4.6	35.4	8.7	-0.5
55	7.0	·	·	·
56	12.4&-3.0	-2.7	4.1	38.0
57	-2.1	-0.3	13.9	-1.6

Results in ARNT TACC3 PPI (2 entries from above):
item	Structure	ARNT TACC3 PPI
56	Cc1ccc(S(=O)(=O)Nc2ccc3c(c2)C(=O)N([C@H](C)CO)C[C@H](C)[C@@H](CN(C)C(=O)Nc2ccc(C(F)(F)F)cc2)O3)cc1	38.0
57	C[C@@H]1CN([C@H](C)CO)C(=O)c2cc(NS(=O)(=O)c3ccc(Cl)cc3)ccc2O[C@H]1CN(C)C(=O)Nc1ccccc1	-1.6
